# JMJD2E inh – blocks human JMJD2E demethylase activity | B2RXH2 | JMJD2E catalytic domain, FDH-coupled NADH fluorescence (FDH is formaldehyde dehydrogenase) | Potency, µM (top dose mostly 57.1 µM), for inactives: top-dose activity change, negative = inhibition, hits mostly inhibitors | 1.6% of 230,000 active | AID 2147; active = well fitted inhibition curve with a large enough effect, not every such curve was filed as active; inconclusive = small, poorly fitted or top-dose-only effect, or another doubt; inactive = no such curve, though single readings can be large or run the other way;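 also: 0% = wells with enzyme and -100% = buffer wells without enzyme; nearly all actives have a fitted effect of over 50% in size; many of its hits are not listed in these tables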
# Target sequence (B2RXH2 1-337 limits assumed): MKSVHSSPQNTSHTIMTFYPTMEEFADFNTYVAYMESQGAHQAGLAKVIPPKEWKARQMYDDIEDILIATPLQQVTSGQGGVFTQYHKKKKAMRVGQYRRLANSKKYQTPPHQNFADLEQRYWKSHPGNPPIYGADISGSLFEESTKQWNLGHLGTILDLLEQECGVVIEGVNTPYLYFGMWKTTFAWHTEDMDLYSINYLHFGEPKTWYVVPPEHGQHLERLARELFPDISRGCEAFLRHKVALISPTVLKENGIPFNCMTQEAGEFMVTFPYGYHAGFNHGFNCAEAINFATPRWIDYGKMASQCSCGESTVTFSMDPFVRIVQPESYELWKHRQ
# Tau FP inhib – tau fibrillization inhibition (FP); P10636; K18 P301L tau heparin fibrillization, Alexa594 FP, 6 h; Potency, µM (doses to about 57.7 µM), without a hit: top-dose activity, negative = inhibition, most hits filed as inhibitors; 0.39% of 280,000 active; AID 1468; also: % is scaled to controls: 0 for no effect and ±100 for the full control effect; nearly all actives have a fitted effect of over 55% in size
# Target sequence (P10636 561-689 P618L limits assumed): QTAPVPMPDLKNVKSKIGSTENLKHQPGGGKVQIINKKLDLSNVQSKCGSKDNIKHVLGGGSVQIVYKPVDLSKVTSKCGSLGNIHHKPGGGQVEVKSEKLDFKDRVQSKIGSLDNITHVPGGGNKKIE
#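 Human K18 P301L fragment (15 uM unlabeled plus 0.24 uM Alexa 594-labeled) in 100 mM sodium acetate pH 7 with compound, aggregation induced by 20 uM heparin for 6 hr at 37 C. ThT (30 uM) added for 1 hr, then Alexa 594 FP read.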
# HTT aggregate – inhibitors of mutant huntingtin aggregate formation in PC12 cells. PC12 HttQ103-GFP aggregates, Acumen cytometry, 40 h. Potency, µM (series often up to 46.1 µM), inactives show at the top dose activity change, negative = inhibition, usual class: inhibitors. 1.1% of 220,000 active. AID 1688; also: % is scaled to controls: 0 for no effect and ±100 for the full control effect; nearly all actives have a fitted effect of over 60% in size
#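 Huntingtin Q103 exon 1–GFP aggregates in induced PC12 cells (100 nM tebufenozide) were quantified by cytometry from lysates, with compounds dosed in titration.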
# HTT ATP protect – cytoprotection in Huntington HTT-Q103 PC12 cell model; Potency, µM (titrated, usually from 56.4 µM), for inactives: cytoprotection (ATP increase), usual class: activators; AID 1471; PC12 HTT-Q103 induced, cytoprotection, ATP luminescence, 40 h; 0.14% of 230,000 active;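 also: % of control where 0% means no effect; nearly all actives have a fitted effect of over 45% in size; toxic huntingtin expression switched on by the ecdysone agonist tebufenozide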
#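 Compounds added alongside 100 nM tebufenozide, which induces toxic Q103 huntingtin exon 1-GFP in stable PC12 cells; surviving cells quantified by luminescent ATP measurement. Medium: phenol red-free DMEM, 5% equine and 5% calf serum.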
# Tau ThT inhib – blocks human tau fibril formation measured by thioflavin T. recombinant tau K18 P301L, heparin-induced fibrillization, ThT fluorescence. Potency, µM (highest dose often 57.4 µM), inactives show at the top dose activity, negative = inhibition, most hits filed as inhibitors. 2.1% of 270,000 active. AID 1460; also: % is scaled to controls: 0 for no effect and ±100 for the full control effect; nearly all actives have a fitted effect of over 55% in size
#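 In this qHTS, human K18 P301L tau is incubated with compound and heparin for 6 hr at 37 C, and Thioflavin T fluorescence then reports fibril load.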
# ALDH1A1 block – inhibitors of human aldehyde dehydrogenase 1A1. 7.3% of 220,000 active. Potency, µM (series often up to 75.3 µM), inactives show at the top dose activity, negative = inhibition, usual class: inhibitors. Purified ALDH1A1, NADH fluorescence, propionaldehyde substrate; active = well fitted inhibition curve with a large enough effect, not every such curve was filed as active; inconclusive = small, poorly fitted or top-dose-only effect, or another doubt; inactive = no such curve, though single readings can be large or run the other way;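 also: plate controls were no enzyme wells and a reference inhibitor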
# Target sequence (P00352 whole entry, looked up): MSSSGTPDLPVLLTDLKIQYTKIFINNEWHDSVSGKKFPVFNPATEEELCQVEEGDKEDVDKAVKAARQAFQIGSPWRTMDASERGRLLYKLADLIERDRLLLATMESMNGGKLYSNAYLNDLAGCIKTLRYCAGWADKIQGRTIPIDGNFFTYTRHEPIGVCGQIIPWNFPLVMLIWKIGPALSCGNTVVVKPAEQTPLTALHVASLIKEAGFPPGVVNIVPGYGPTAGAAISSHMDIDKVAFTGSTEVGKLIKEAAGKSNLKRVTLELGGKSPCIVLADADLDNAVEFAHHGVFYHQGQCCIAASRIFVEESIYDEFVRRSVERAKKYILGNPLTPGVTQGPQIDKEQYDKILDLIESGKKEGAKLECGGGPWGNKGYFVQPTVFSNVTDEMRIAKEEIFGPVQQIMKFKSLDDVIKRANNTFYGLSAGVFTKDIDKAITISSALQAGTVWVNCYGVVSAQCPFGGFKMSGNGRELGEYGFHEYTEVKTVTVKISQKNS
# Tau fluor counter – counter-screen for tau fibril formation inhibitors | tau K18 P301L Alexa594 fluorescence, heparin fibrillization | Potency, µM (top dose mostly 57.7 µM), without a hit: at the top dose activity change, negative = decrease | 0.93% of 280,000 active | AID 1463; also: % is scaled to controls: 0 for no effect and ±100 for the full control effect; nearly all actives have a fitted effect of over 55% in size
#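 Human tau K18 P301L (15 uM unlabeled, 0.24 uM Alexa 594-labeled) in 100 mM sodium acetate pH 7 with 20 uM heparin, 6 hr at 37 C. ThT 30 uM added, 1 hr ambient; Alexa 594 FP and total fluorescence read at 555/632 nm.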
# SMN2 splice up – SMN2 splice variant enhancement; HEK293 SMN2-luciferase splicing reporter, luminescence, 30-36 h; 2.8% of 210,000 active; Potency, µM (titrated, usually from 46.1 µM), without a hit: at the top dose activity change, positive = activation, usual class: activators; also: % of control where 0% means no effect; nearly all actives have a fitted effect of over 55% in size
#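 qHTS luciferase splicing reporter: luminescence rises when SMN2 exon 7 is included in transfected HEK293 cells. Compound exposure lasted 30-36 h at 37C, with 4.5 mM final sodium butyrate as control, followed by a ONE-Glo read.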
# Numbers without * were called inactive; ? = inconclusive; / = not tested or not shown; & = joins results of further samples; [ ] = dose if it differs, or a comment. Unless noted, calls follow the shape of the dose curve; as a rule, active = well fitted curve in the direction sought with a large enough effect; inconclusive = small, poorly fitted or top-dose-only effect, or another doubt; inactive = no such curve, though single readings can be large; an effect the other way counts as inactive or inconclusive. Potency is read from the fitted curve at half-maximal effect. Some of the compounds tested. The share of hits here may be higher or lower than overall.
SMILES	JMJD2E inh	Tau FP inhib	HTT aggregate	HTT ATP protect	Tau ThT inhib	ALDH1A1 block	Tau fluor counter	SMN2 splice up
O=C(NCCCn1ccnc1)C(=O)NCc1ccccc1	2.4%	-1.4%	-1.0%	4.8%[1.9 µM]	1.2%	10.6%	0.6%	-44.1%[inhibitor]
O=C(CCC(=O)c1cccs1)OCC(=O)N1CCN(S(=O)(=O)c2ccccc2)CC1	-3.7%	-2.5%	-0.1%	-9.3%[10 µM]	-8.2%	-1.5%	2.5%	6.4%
Cc1oc(CC(C)C)cc1C(=O)Nc1ccc(C(=O)O)cc1	-3.6%	-4.0%	3.5%	-26.4%	5.0%	-2.9%	0.5%	10.7%
CNC(=S)N/N=C/c1c(Cl)cccc1Cl	-0.5%	7.1%	?	-7.1%[10 µM]	7.8%	1.8%	12.9%	-1.4%
CCOc1ccc(C(=O)c2cn(CC(=O)Nc3cc(OC)ccc3OC)c3cc(OC)c(OC)cc3c2=O)cc1	/	4.6%	/	/	?	/	-27.0%	-0.4%
Cc1cc(N2CCCCC2)nc2ccccc12	?	1.0%	3.2%	-10.1%	-1.1%	-8.0%	4.6%	0.1%
CCOC(=O)c1sc(=S)sc1SCc1cccc(C(F)(F)F)c1	-4.0%	-12.7%	7.8%	-13.7%	?	?	-22.5%	2.0%
O=C(Nc1ccccc1)N1CCCN(c2ccc(C(F)(F)F)cc2[N+](=O)[O-])CC1	-1.1%	-6.1%	10.0%[9.22 µM]	26.5%[10 µM]	?	/	-22.9%	/
COc1ccc(OCC(=O)NNC(=O)c2ccc(-c3ccccc3)cc2)cc1	-4.3%	-4.6%	-12.9%	2.5%	-23.6%	?	-11.8%	-10.5%
Cc1cc(C)nc(NC(=O)C(c2ccccc2)c2ccccc2)c1	-6.5%	-6.0%	-30.0%	43.4%[10 µM]	-5.4%	14.1µM*	-8.6%	-30.1%[inhibitor]
CCN1C(=O)c2ccccc2S(=O)c2ccc(C(=O)N3CCN(c4ccccc4OC)CC3)cc21 (stereo unspecified)	/	6.4%	/	/	-7.6%	/	-0.1%	-2.3%
Oc1ccc(/C=N/N2CCN(C3c4ccccc4-c4ccccc43)CC2)cc1	11.0%	-9.4%	0.9%[9.22 µM]	-1.7%[10 µM]	-7.0%	-3.8%	?	/
CC(=O)c1c(C)[nH]c(C(=O)CSc2nnc3ccccn23)c1C	7.7%	2.5%	-11.0%	18.1%[0.074 µM]	13.5%	7.7%	10.9%	?
Cc1ccc2[nH]c(=O)c(CN(CCCN3CCOCC3)C(=O)Nc3cccc(Cl)c3)cc2c1	?	-0.4%	15.3%	11.9%[10 µM]	?	-11.3%	-17.9%	-46.4%[inhibitor]
CCCN1CCN(CCCNC(=S)Nc2ccc3nc(N4CCN(CC)CC4)cc(C)c3c2)CC1	?	-0.1%	-24.0%	-2.0%	-12.9%	-5.9%	-9.5%	12.4%
COC(=O)c1c(C)[nH]c(-c2csc(N)n2)c1C	-22.3%	-13.4%	20.2%	-107.5%[inhibitor]	25.1µM*	?	?	?
CCOc1cc(N2CCOCC2)c(OCC)cc1NC(=O)c1c(-c2ccccc2Cl)noc1C	-3.8%	5.3%	2.8%	-8.4%	-8.1%	?	-24.8%	-21.2%
CCN(CC)S(=O)(=O)c1ccc2c(c1)N(CC(=O)N(CCc1ccncc1)C(C)C)C(=O)CO2	?	-5.2%	?	-39.6%	0.0%	5.9%	-0.9%	-8.8%
Cc1ccccc1CNC(=O)CCc1ccccc1	-7.8%	-0.3%	-4.6%[9.22 µM]	-68.2%[inhibitor]	1.6%	?	4.8%	7.4%
COc1cccc(NC(=O)CCN2CCN(C)CC2)c1	-5.9%	-1.8%	-8.2%	4.6%	-17.2%	1.5%	-12.9%	?
Cc1ccc2c(=O)cc(C(=O)Nc3sc4c(c3C(=O)NCC3CCCO3)CCCC4)oc2c1 (stereo unspecified)	/	-3.6%	/	/	-6.1%	/	-4.2%	-7.1%
Cc1c(NC(=O)c2cc(=O)[nH]c3ccccc23)c(=O)n(-c2ccccc2)n1C	5.7%	1.6%	12.7%	-1.3%	-3.0%	0.9%	1.7%	-6.1%
O=C1CC(c2ccccc2)c2cc(O)ccc2O1 (stereo unspecified)	-18.8%	-4.7%	-13.1%	-13.6%	-10.5%	?	-3.7%	-1.4%
CCOc1ccc(CCNC(=O)COC(=O)c2cc(OC)cc(OC)c2)cc1OCC	-1.9%	-1.5%	12.2%	-13.2%	-4.3%	-7.2%	-11.2%	-11.7%

# Complete entries from above.
# O=C1CC(c2ccccc2)c2cc(O)ccc2O1 (stereo unspecified) is entered as JMJD2E inh = -18.8%; Tau FP inhib = -4.7%; HTT aggregate = -13.1%; HTT ATP protect = -13.6%; Tau ThT inhib = -10.5%; ALDH1A1 block = ?; Tau fluor counter = -3.7%; SMN2 splice up = -1.4%
# CCN1C(=O)c2ccccc2S(=O)c2ccc(C(=O)N3CCN(c4ccccc4OC)CC3)cc21 (stereo unspecified) is entered as JMJD2E inh = /; Tau FP inhib = 6.4%; HTT aggregate = /; HTT ATP protect = /; Tau ThT inhib = -7.6%; ALDH1A1 block = /; Tau fluor counter = -0.1%; SMN2 splice up = -2.3%

# The list goes on:
SMILES	JMJD2E inh	Tau FP inhib	HTT aggregate	HTT ATP protect	Tau ThT inhib	ALDH1A1 block	Tau fluor counter	SMN2 splice up
Cc1ccc(C(=O)N/C(=C\c2ccco2)C(=O)NCC2CCCO2)cc1C (stereo unspecified)	?	7.9%	16.2%	-14.9%	-5.1%	?	-3.4%	18.6%
C=CCN1CCN(c2nc3ccccc3nc2C#N)CC1	-4.9%	0.6%&-3.7%	/	-60.2%&2.7%[inhibitor]	?	6.1%&-14.1%	-6.4%&-14.7%	8.1%
CCOc1ccc(NC(=O)c2ccc(CNc3c(N4CCCC4)c(=O)c3=O)cc2)cc1	8.4%	3.1%	-7.5%[9.22 µM]	-11.3%[10 µM]	/	/	-4.7%	/
O=C(O)c1cc(-c2ccc(/C=N/N3C(=O)C4C5C=CC(CC5)C4C3=O)o2)ccc1Cl (stereo unspecified)	?	-3.2%	-12.4%[9.22 µM]	6.7%[10 µM]	-6.7%	11.2µM*	-1.8%	/
Cc1ccsc1-c1nc(C(N)=O)c2[nH]c(=O)n(-c3ccc(Cl)cc3)c2n1	?	-0.2%	3.4%	/	-18.5%	-0.8%	-16.6%	15.2%
Cc1nn(-c2ccccc2)c(N2CCCC2)c1/C=N/Nc1ccc(S(N)(=O)=O)cc1[N+](=O)[O-]	-5.3%	-5.5%	-7.0%	4.4%[10 µM]	5.01µM*	-10.9%	14.1µM*[quencher]	12.6%
Cc1cccc(OCc2nnc(SC(C)C(=O)O)n2Cc2ccccc2)c1 (stereo unspecified)	0.1%	2.9%	-14.6%[9.22 µM]	1.2%[10 µM]	-2.9%	-3.0%	2.8%	/
CC1CCN(S(=O)(=O)c2ccc(Br)s2)CC1	3.5%	-2.7%	-26.5%	9.6%	-15.1%	0.9%	-14.9%	3.3%
O=C(CN1CCOCC1)Nc1scc2c1c(=O)oc1ccccc12	2.9%	-3.3%	-20.6%[9.22 µM]	-8.9%[10 µM]	-6.2%	/	-5.8%	/
O=c1c(C(c2ccc(F)cc2)c2c(O)nc3n(c2=O)CCCS3)c(O)nc2n1CCCS2	-1.9%	?	25.8%[9.22 µM]	20.7%[10 µM]	?	/	-23.6%	/
COc1ccc2c(c1OC)C(=O)OC2[C@H]1c2c(cc3c(c2OC)OCO3)CCN1C (stereo partly specified)	9.8%[25.5 µM]	/	21.9%	-6.9%	/	0.0%[20.9 µM]	/	1.9%[20.6 µM]
CCOC(=O)CCc1nc2ccccc2[nH]c1=O	?	5.7%	-2.5%	19.4%[10 µM]	-10.4%	?	-2.0%	-7.3%
Cn1cc([N+](=O)[O-])c(C(=O)Nc2ccc3nc(-c4ccccc4)[nH]c3c2)n1	?	-4.0%	?	-9.1%[10 µM]	15.8µM*	?	?	15.8µM*
COc1ccc2c(c1)C(=O)[C@@H](OC(=O)NCCOc1ccccc1)[C@H](c1ccc(OC)c(Br)c1)O2	?	-9.7%	/	23.8%	-6.3%	-6.7%	-14.6%	-0.1%
CN1C(=O)CC(c2cn(Cc3ccccc3)c3ccccc23)C1=O (stereo unspecified)	4.7%	9.2%	0.0%[9.22 µM]	-9.3%[10 µM]	/	/	?	/
CCS(=O)(=O)N1CCC(C(=O)NCc2cccnc2)CC1	-2.2%	6.6%	-25.3%	-2.4%	-2.7%	20.1%	2.7%	20.6%
CCS(=O)(=O)c1ccc(O)c(NC(=O)CCCC(=O)O)c1	-7.6%	-1.9%	9.0%[9.22 µM]	20.0%[10 µM]	/	/	17.4%	/
CCN1C(C(=O)c2ccccc2)=C(OC(=O)COc2ccc(C)cc2)c2ccccc2S1(=O)=O	/	4.1%	/	/	?	/	-11.9%	-20.1%
COc1cc(C(=O)Nc2nc3ccc4nc(C)sc4c3s2)cc(OC)c1OC	?	-4.1%	7.9%	-3.0%	-4.7%	3.6%	-3.9%	18.8%
Cc1ccc(C)c2c1[nH]c1ccc([N+](=O)[O-])cc12	-1.7%	?	-30.0%	5.1%	?	1.3%	?	2.8%
O=C1CCCC2=C1C(c1ccncc1)n1c(nc3ccccc31)N2 (stereo unspecified)	?	0.4%	10.2%	-34.2%[inhibitor]	-2.3%	?	-2.3%	9.5%
COc1cc(CC(=O)NCc2ccc3c(c2)OCO3)cc(OC)c1OC	-6.1%	-6.5%	-20.2%	0.9%	3.7%	?	6.9%	-9.2%
COc1ccc(C2CC(c3ccc(Cl)cc3)n3nc(N)nc3N2)cc1 (stereo unspecified)	-4.5%	2.4%	6.8%	-0.8%	-4.4%	7.7%	-7.7%	2.9%

# Screens (PubChem BioAssay)
